# H9c2 TAG inh – reduces triacylglycerol accumulation in H9c2 cells; Nile Red lipid (TAG) fluorescence; cells loaded with 200 µM oleic acid; inhibition, % at 12.5 µM; 230,000 compounds, 0.66% hits;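 active means pattern-corrected inhibition of lipid staining of at least 50% with the nuclear-stain viability signal not falling by more than 50%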;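 further: 0% = DMSO wells and 100% = triacsin C control wells; some results filed as inactive read as strong as hits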
# H9c2 TAG inh DAPI viability – also measured in H9c2 TAG inh; calls as there; DAPI nuclei signal change (viability), lower = more cytotoxic, %;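 whole-well DAPI fluorescence read on a plate reader as a viability signal; minus 50 percent equals half of cells still viable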
# * = called active by the depositor.
SMILES,H9c2 TAG inh,H9c2 TAG inh DAPI viability
CSc1nccc(Oc2ccccc2Cl)n1,-1,4
CCCCN(C)c1c(C)nc2ccc(C(=O)NC3CCN(C)CC3)cn12,8,0
CCCNC(C)C(=O)Nc1ccccc1C (stereo not given),-4,-2
Cc1ccc(S(=O)(=O)N(C)C)cc1NC(=O)COC(=O)c1ccc2ccccc2n1,-9,-4
Cc1nc(CCNC(=O)CC2C(=O)NCCN2CC(C)(C)C)nc2c1CCC2 (stereo not given),-8,-3
CC(/C=N/NC(=O)c1cc(-c2cccn2C)n[nH]1)=C\c1ccccc1,2,2
COc1ccc(Cl)cc1NC(=O)COC(=O)C1CC1,18,4
O=C(COC(=O)CNC(=O)c1ccccc1)NC12CC3CC(CC(C3)C1)C2,10,0
CCn1cnc2c1c(=O)n(CC(=O)NCc1ccccc1)c(=O)n2Cc1ccccc1,11,-7
O=C(CN1CCN(C(=O)N2CCOCC2)CC1)Nc1ccc(Br)cc1,-8,5
COc1ccc(/C=C2/C(=O)N(c3nc4ccccc4s3)N=C2CSc2ccc(Cl)cc2)cc1,-6,3
Cc1cc(C(=O)OCC(=O)NCCc2ccc(S(N)(=O)=O)cc2)c2ccccc2n1,-8,0
C1=C(c2ccco2)N2CCN=C2S1,-1,10
O=C(CN(c1ccc(Cl)cc1)S(=O)(=O)c1ccccc1)N/N=C/c1ccco1,-16,5
CNC(=S)Nc1ccc(-c2nc3ccc(C)cc3s2)cc1,16,58
COc1ccc(-c2nc(-c3ccccc3OC)no2)cc1OC,13,-1
COC(=O)C1C2C=CC(C3CC23)C1C(=O)OCC(=O)c1ccccc1 (stereo not given),11,3
C#CCNC(=O)C1CCN(c2ccc(S(=O)(=O)N3CCOCC3)cc2Cl)CC1,4,0
Cc1cccc(-c2noc(CCCOc3ccc(Cl)cc3Cl)n2)c1,-14,-6
CCOC(=O)c1ccc(S(=O)(=O)N2CCN(C(C)=O)CC2)cc1,24,-2
O=C(CCS(=O)(=O)c1ccccc1)N(CCCN1CCOCC1)c1nc2c(F)cccc2s1,22,-16
COC(=O)c1ccc(C23CC4(C2)[C@H](CN(Cc2ccc(C(F)(F)F)cc2)[C@@H]4c2ccccc2)C3c2ccccc2)cc1 (stereo not given in full),-6,-10
COc1ccc(NC(=O)CSc2nnc3n2CCCCC3)cc1S(=O)(=O)N(C)C,1,-3
COc1ccc2[nH]c(=O)c(CN(CC3CCCO3)C(=O)Nc3ccc(F)cc3)cc2c1 (stereo not given),5,-3
c1csc(CNc2ncnc3ccc(-c4ccc5c(c4)OCO5)cc23)c1,-6,-5
COc1ccccc1C1CCN(Cc2c(C)[nH]c3ccccc23)CC1,24,-2
CC(=O)C[C@@H](O)CC(=O)[C@H]1OC(=O)[C@H](C)CCCCc2ccccc21,-8,2
CCCCC(=O)N(C)c1c(CC)nc2c(OCC(=O)c3ccc(Cl)cc3Cl)cccn12,5,2
COc1ccc(OC)c(NC(=O)C2(C)CCN2C(=O)CCC2CCCC2)c1 (stereo not given),-25,1
O=C1OCCN1C(=O)[C@H]1[C@H](c2ccc(Cl)cc2)C(c2ccccc2)=NN1c1ccc(Br)cc1,6,126
Cc1ccc(-c2nnc(CSc3nc(C(C)C)nc4sc(C)c(C)c34)o2)cc1,-1,-12
CCOc1ccc2nc(SCC#N)c(C#N)cc2c1,-5,16
COc1cc(C(=O)NCC(=O)NCCN2C(=O)S/C(=C\c3ccc4c(c3)OCO4)C2=O)cc(OC)c1OC,-1,-2
COc1ccc(-c2noc(CCC(=O)N3CCN(c4cccc(C)c4)CC3)n2)cc1,-7,3
COc1cccc(CNC(=O)CCC2CCCN(C(=O)c3ccc(F)c(Cl)c3)C2)c1 (stereo not given),-7,-5
CCOC(=O)C1=C(CC)Nc2ccccc2N=C1NC(=O)c1ccc(C)c(S(=O)(=O)N2CCOCC2)c1,1,-13
COc1ccc(C(c2nnnn2C2CCCC2)N2CCC(C)CC2)c(OC)c1 (stereo not given),-18,9
O=C(NCC1CCCO1)c1c(O)nc2sccn2c1=O (stereo not given),15,-10
CC1CCCC(NC(=O)COc2ncnc3ccccc23)C1C (stereo not given),5,5
Cc1ccccc1OCCC(=O)N(CC(C)C)c1c(N)n(Cc2ccccc2)c(=O)[nH]c1=O,5,-7
CN(C(=O)COn1nnc2ccc(S(=O)(=O)N3CCOCC3)cc21)c1ccccc1,-10,-2
C[C@@H]1CN([C@@H](C)CO)C(=O)CCCn2nncc2CO[C@H]1CN(C)C(=O)Nc1cccc(Oc2ccccn2)c1,-8,1
CCN(CC)C(=O)c1ccc(CS(=O)(=O)c2ccc(OC)cc2)o1,0,11
Cc1nn(CC(=O)Nc2nccs2)c(C)c1[N+](=O)[O-],6,-2
CCN(CC)S(=O)(=O)c1ccc(NC(=O)Cn2c(=O)sc3ccccc32)cc1,-9,8
CCOc1ccc(C(=O)Nc2nc(C)c(C(=O)OC)s2)cc1,-32,0
Cc1ccc(-c2nnc(SCC(=O)Nc3sc(C)c(C)c3C#N)n2C)cc1,-4,-3
COc1cccc(C(=O)Nc2cccc(-c3nc4ncccc4o3)c2C)c1,4,-1
Nc1nonc1-c1nc2ccccc2n1CC(=O)N/N=C\c1ccc(-c2ccc(Cl)cc2)o1,16,-11
O=C(NCC1CCCO1)C1CCN(C2CCN(C(=O)CC3CCCC3)CC2)CC1 (stereo not given),-11,10
# The results go on.
SMILES,H9c2 TAG inh,H9c2 TAG inh DAPI viability
Cc1nc(-c2cccc(NC(=O)C3CCCCC3)c2)cs1,-1,3
COc1ccc(S(=O)(=O)N2CCCOC2CNC(=O)C(=O)NC2CCCC2)cc1 (stereo not given),-7,-14
CCCCCCNC(=O)C(C(=O)OCC)C1CCCCC1 (stereo not given),-9,6
O=C(O)c1c(-c2ccccc2)c(-c2ccccc2)nc2ccccc12,8,0
COC(=O)c1[nH]c2cccc(Cl)c2c1NC(=O)CN(C)C1CCCCC1,-14,-2
CCCCCn1c(CN2CCCCC2C)nc2c1c(=O)n(C)c(=O)n2C (stereo not given),-15,10
O=C(Nn1nnnc1Nc1ccccc1)C12CC3CC(CC(C3)C1)C2,-21,-14
Cc1cc(C)n(CC(C)(O)c2ccccc2)n1 (stereo not given),-2,3
Cn1c(=O)c2nc(NCc3ccccc3)sc2n(C)c1=O,7,9
CCCCNC(=O)Nc1cc(C(=O)OC)ccc1C,1,9
COc1ccccc1N1CCN(C(=O)c2c(C)cc(=O)oc2C)CC1,-5,-7
O=C(COC(=O)c1cc(=O)[nH]c(=O)[nH]1)Nc1cccc(S(=O)(=O)N2CCOCC2)c1,5,-5
CCOc1ccc(S(=O)(=O)NCc2ccncc2)cc1NC(=O)c1ccccc1,-27,-4
CSc1cccc(NC(=S)N(Cc2ccc(C)cc2)Cc2ccccn2)c1,-2,0
Cn1cccc1/C=N/NC(=O)CNc1cccc2ccccc12,1,-1
Oc1ccc(Cl)cc1CNCc1cccc2ccccc12,3,4
CCNS(=O)(=O)c1ccc(S(=O)(=O)N(Cc2ccccn2)C2CCCCC2)cc1,-9,0
C=CCn1c(C)cc(C(=O)COC(=O)c2n[nH]c(=O)c3ccccc23)c1C,2,0
CCN(Cc1cc2ccccc2[nH]c1=O)C(=O)C1CCCCC1,3,4
OC1c2cc(Cl)cc(Cl)c2N=C2CCCN21 (stereo not given),-5,3
Cc1cccc(N2CCN(c3nc4nonc4nc3N3CCSCC3)CC2)n1,9,-4
O=C(COC(=O)/C=C/c1ccc(Cl)c(Cl)c1)NC1CCS(=O)(=O)C1 (stereo not given),1,0
O=C1C2CC=CCC2C(=O)N1c1ccc(N2CCN(c3ccccn3)CC2)c([N+](=O)[O-])c1 (stereo not given),-5,3
CC(C)(C)c1ccccc1NC(=O)c1cc(-c2ccncc2)nc2ccccc12,4,3
Fc1ccccc1N1CCN(Cc2nc(-c3ccc(Cl)cc3Cl)no2)CC1,-9,0
CC1=C(C(=O)N2CCOCC2)C(c2ccc(-c3ccccc3)cc2)NC(=S)N1 (stereo not given),-6,3
CC(C)=N/N=C1/NC(=O)C(c2ccc(Cl)cc2)S1 (stereo not given),-2,0
CS(=O)(=O)N(CC(=O)N1CCN(Cc2ccccc2)CC1)c1ccccc1Br,3,-3
COCCNC(=O)c1ccccc1NC(=O)c1ccccc1N(C)S(=O)(=O)c1ccc(C)cc1,-11,-5
COP(=O)(OC)C(Nc1ccc(Cl)cc1)c1ccccc1 (stereo not given),-3,-5

# 21 compounds from above, arranged by formula weight, highest first:
SMILES,H9c2 TAG inh,H9c2 TAG inh DAPI viability
O=C(CCS(=O)(=O)c1ccccc1)N(CCCN1CCOCC1)c1nc2c(F)cccc2s1,22,-16
COc1ccc(NC(=O)CSc2nnc3n2CCCCC3)cc1S(=O)(=O)N(C)C,1,-3
Cc1cc(C(=O)OCC(=O)NCCc2ccc(S(N)(=O)=O)cc2)c2ccccc2n1,-8,0
C#CCNC(=O)C1CCN(c2ccc(S(=O)(=O)N3CCOCC3)cc2Cl)CC1,4,0
CCN(CC)S(=O)(=O)c1ccc(NC(=O)Cn2c(=O)sc3ccccc32)cc1,-9,8
O=C(CN(c1ccc(Cl)cc1)S(=O)(=O)c1ccccc1)N/N=C/c1ccco1,-16,5
CCn1cnc2c1c(=O)n(CC(=O)NCc1ccccc1)c(=O)n2Cc1ccccc1,11,-7
Cc1ccc(-c2nnc(SCC(=O)Nc3sc(C)c(C)c3C#N)n2C)cc1,-4,-3
CC1=C(C(=O)N2CCOCC2)C(c2ccc(-c3ccccc3)cc2)NC(=S)N1 (stereo not given),-6,3
Cc1nc(CCNC(=O)CC2C(=O)NCCN2CC(C)(C)C)nc2c1CCC2 (stereo not given),-8,-3
COc1ccc(C(c2nnnn2C2CCCC2)N2CCC(C)CC2)c(OC)c1 (stereo not given),-18,9
COc1cccc(C(=O)Nc2cccc(-c3nc4ncccc4o3)c2C)c1,4,-1
CCN(CC)C(=O)c1ccc(CS(=O)(=O)c2ccc(OC)cc2)o1,0,11
O=C(Nn1nnnc1Nc1ccccc1)C12CC3CC(CC(C3)C1)C2,-21,-14
O=C(O)c1c(-c2ccccc2)c(-c2ccccc2)nc2ccccc12,8,0
Oc1ccc(Cl)cc1CNCc1cccc2ccccc12,3,4
CCCCCCNC(=O)C(C(=O)OCC)C1CCCCC1 (stereo not given),-9,6
Cc1nn(CC(=O)Nc2nccs2)c(C)c1[N+](=O)[O-],6,-2
CCOc1ccc2nc(SCC#N)c(C#N)cc2c1,-5,16
CCCNC(C)C(=O)Nc1ccccc1C (stereo not given),-4,-2
C1=C(c2ccco2)N2CCN=C2S1,-1,10

# Record cards, as listed above. Values in the order: H9c2 TAG inh | H9c2 TAG inh DAPI viability
# `CC(C)(C)c1ccccc1NC(=O)c1cc(-c2ccncc2)nc2ccccc12` in the list: 4 | 3
# `Cc1cccc(N2CCN(c3nc4nonc4nc3N3CCSCC3)CC2)n1` in the list: 9 | -4

# Going on with the list.
SMILES,H9c2 TAG inh,H9c2 TAG inh DAPI viability
CC(C)OCCCNS(=O)(=O)c1ccc2c(c1)oc(=O)n2C,2,-8
CCOc1ccc(C2=NNC(c3cccs3)=Nc3ccc(OC)cc32)cc1,22,-3
Cc1ccc(C(=O)OCC(=O)NC2CC2)s1,-1,7
COc1ccc(N2CCN(C(=O)CNC(=O)c3ccc(Br)o3)CC2)cc1,8,1
Cc1nn(CCc2nn[nH]n2)c2nc(C(F)(F)F)cc(C(F)(F)F)c12,3,6
COc1ccc2c(c1)-c1nc(/N=C/c3c(O)ccc4ccccc34)sc1CC2,4,0
CCN(CC(=O)Nc1c(F)cccc1F)C(=O)CNC(=O)c1ccc(Br)o1,-6,2
COc1ccc(CCC(=O)NCc2ccco2)cc1,2,8
CN(c1ccccc1C(=O)N1CCN(c2ccccc2F)CC1)S(=O)(=O)c1ccccc1,-6,1
O=c1[nH]c(=O)n(Cc2ccco2)c2c1C(C(F)(F)F)(C(F)(F)F)N=C(Cc1ccccc1)N2,3,8
CCOC(=O)c1ccc(NC(=O)C2CC3CCC2C3)cc1 (stereo not given),18,-2
Cc1ccc(OCc2cc(C(=O)N3CCc4sccc4C3)no2)cc1C,4,-5
CCOC(=O)c1sc(NC(=O)c2c(C)nn(Cc3ccccc3)c2C)cc1C,28,7
COc1ccnc(N=CNOCc2ccc(C)cc2)c1C#N,-13,-1
COc1ccc(OC)c(NC(=O)C2(C)CCN2C(=O)C2(c3ccc(Cl)cc3)CCC2)c1 (stereo not given),-18,-1
CN1C(=O)CC(P(=O)(c2ccccc2)c2ccccc2)N(C)C1=O (stereo not given),-3,-2

# Source: PubChem BioAssay

# An excerpt. The share of hits here may be higher or lower than overall.
